# KDM4E inh: qHTS Assay for Inhibitors of Human Jumonji Domain Containing 2E (JMJD2E). Lysine-specific demethylase 4E (Homo sapiens), B2RXH2. JMJD2E catalytic domain, FDH-coupled NADH fluorescence (FDH is formaldehyde dehydrogenase). Potency, µM (series often up to 57.1 µM), for the others: top-dose activity change, negative = inhibition, hits mostly inhibitors. actives 1.6% (n = 230,000). AID 2147, 2009; active = well fitted inhibition curve with a large enough effect, not every such curve was filed as active; inconclusive = small, poorly fitted or top-dose-only effect, or another doubt; inactive = no such curve, though single readings can be large or run the other way;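 note: 0% = wells with enzyme and -100% = buffer wells without enzyme; nearly all actives have a fitted effect of over 50% in size; many of its hits are not listed in these tables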
# Target sequence (B2RXH2 1-337 limits assumed): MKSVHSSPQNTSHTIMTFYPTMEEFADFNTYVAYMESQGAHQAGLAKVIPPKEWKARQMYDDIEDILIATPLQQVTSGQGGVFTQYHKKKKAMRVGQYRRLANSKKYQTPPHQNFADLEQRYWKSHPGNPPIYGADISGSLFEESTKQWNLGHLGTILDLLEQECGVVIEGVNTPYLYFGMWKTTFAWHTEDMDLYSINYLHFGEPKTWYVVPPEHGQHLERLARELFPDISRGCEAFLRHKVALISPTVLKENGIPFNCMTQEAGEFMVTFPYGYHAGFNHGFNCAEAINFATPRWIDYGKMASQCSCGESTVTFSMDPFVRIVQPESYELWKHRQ
# SMN2 splice enh: qHTS Assay for Enhancers of SMN2 Splice Variant Expression; HEK293 SMN2-luciferase splicing reporter, luminescence, 30-36 h; AID 1458, 2008; Potency, µM (titrated, usually from 46.1 µM), inactives show at the top dose activity change, positive = activation, hits mostly activators; actives 2.8% (n = 210,000); note: % of control where 0% means no effect; nearly all actives have a fitted effect of over 55% in size
#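 HEK293 cells carry an SMN2 […]–luciferase reporter in which exon 7 inclusion puts luciferase in frame. Cells were plated 10-12 h before compound addition, then incubated 30-36 h at 37C. ONE-Glo luminescence was read; sodium butyrate at 4.5 mM final served as control.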
# HTT aggregate: qHTS Multiplex Assay to Identify Dual Action Probes in a Cell Model of Huntington: Aggregate Formation (GFP). PC12 HttQ103-GFP aggregates, Acumen cytometry, 40 h. Potency, µM (doses to about 46.1 µM), for inactives: top-dose activity change, negative = inhibition, usual class: inhibitors. actives 1.1% (n = 220,000); note: % is set by controls: 0 for no effect and ±100 for the full control effect; nearly all actives have a fitted effect of over 60% in size
#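 PC12 cells with ecdysone-inducible HTT exon1 Q103-GFP, induced by 100 nM tebufenozide, given compounds in a concentration series. GFP aggregates (1–25 um, 6 SD above background) counted in lysates by laser-scanning cytometry, 488 nm excitation.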
# HTT ATP protect: qHTS Multiplex Assay to Identify Dual Action Probes in a Cell Model of Huntington: Cytoprotection (ATP); PC12 HTT-Q103 induced, cytoprotection, ATP luminescence, 40 h; Potency, µM (doses to about 56.4 µM), inactives show cytoprotection (ATP increase), most hits filed as activators; actives 0.14% (n = 230,000); AID 1471, 2008;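 note: % of control where 0% means no effect; nearly all actives have a fitted effect of over 45% in size; toxic huntingtin expression switched on by the ecdysone agonist tebufenozide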
#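 PC12 cells stably carrying ecdysone-inducible Htt exon 1 (Q103)–GFP were induced with 100 nM tebufenozide (final) alongside library compounds in a dose series. Cytoprotection was scored as retained ATP by ATPlite luminescence.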
# ALDH1A1 block: qHTS Assay for Inhibitors of Aldehyde Dehydrogenase 1 (ALDH1A1); Aldehyde dehydrogenase 1A1 (Homo sapiens), P00352; Purified ALDH1A1, NADH fluorescence, propionaldehyde substrate; Potency, µM (highest dose often 75.3 µM), for the others: top-dose activity, negative = inhibition, most hits filed as inhibitors; actives 7.3% (n = 220,000); AID 1030, 2008; active = well fitted inhibition curve with a large enough effect, not every such curve was filed as active; inconclusive = small, poorly fitted or top-dose-only effect, or another doubt; inactive = no such curve, though single readings can be large or run the other way;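 note: plate controls were no enzyme wells and a reference inhibitor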
# Target sequence (P00352 whole entry, looked up): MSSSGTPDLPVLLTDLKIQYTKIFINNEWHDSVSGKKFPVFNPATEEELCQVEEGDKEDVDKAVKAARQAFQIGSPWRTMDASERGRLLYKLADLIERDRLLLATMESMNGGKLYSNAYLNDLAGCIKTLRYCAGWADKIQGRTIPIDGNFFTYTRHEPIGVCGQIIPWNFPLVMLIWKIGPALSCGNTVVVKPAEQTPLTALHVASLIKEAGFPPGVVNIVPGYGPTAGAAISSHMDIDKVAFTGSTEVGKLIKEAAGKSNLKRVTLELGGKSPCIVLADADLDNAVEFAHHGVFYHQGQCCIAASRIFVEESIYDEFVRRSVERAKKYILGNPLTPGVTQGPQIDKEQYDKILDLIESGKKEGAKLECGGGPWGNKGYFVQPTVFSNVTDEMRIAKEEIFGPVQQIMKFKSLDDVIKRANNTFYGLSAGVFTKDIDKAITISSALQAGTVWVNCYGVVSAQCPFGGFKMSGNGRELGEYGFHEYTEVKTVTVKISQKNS
# Tau fluor cs: Counterscreen qHTS for Inhibitors of Tau Fibril Formation, Fluorescence Polarization; AID 1463, 2008; actives 0.93% (n = 280,000); tau K18 P301L Alexa594 fluorescence, heparin fibrillization; Potency, µM (top dose mostly 57.7 µM), for inactives: at the top dose activity change, negative = decrease; note: % is set by controls: 0 for no effect and ±100 for the full control effect; nearly all actives have a fitted effect of over 55% in size
#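 Human tau K18 P301L (15 uM unlabeled, 0.24 uM Alexa 594-labeled) in 100 mM sodium acetate pH 7 with 20 uM heparin, 6 hr at 37 C. ThT 30 uM added, 1 hr ambient; Alexa 594 FP and total fluorescence read at 555/632 nm.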
# Tau fibril FP: qHTS for Inhibitors of Tau Fibril Formation, Fluorescence Polarization. Microtubule-associated protein tau (Homo sapiens), P10636. K18 P301L tau heparin fibrillization, Alexa594 FP, 6 h. Potency, µM (top dose mostly 57.7 µM), for the others: at the highest dose activity, negative = inhibition, usual class: inhibitors. actives 0.39% (n = 280,000); note: % is set by controls: 0 for no effect and ±100 for the full control effect; nearly all actives have a fitted effect of over 55% in size
# Target sequence (P10636 561-689 P618L limits assumed): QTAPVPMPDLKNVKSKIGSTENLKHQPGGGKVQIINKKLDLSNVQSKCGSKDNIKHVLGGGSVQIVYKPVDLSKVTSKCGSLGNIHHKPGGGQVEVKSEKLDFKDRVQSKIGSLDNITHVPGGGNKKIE
#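 FP of Alexa 594-tau after heparin (20 uM) induction. Substrate: human K18 P301L, 15 uM unlabeled, 0.24 uM labeled. Buffer 100 mM sodium acetate pH 7. 6 hr, 37 C.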
# Tau fibril ThT: qHTS for Inhibitors of Tau Fibril Formation, Thioflavin T Binding; AID 1460, 2008; Potency, µM (doses to about 57.4 µM), for inactives: at the top dose activity, negative = inhibition, hits mostly inhibitors; Microtubule-associated protein tau (Homo sapiens), P10636; recombinant tau K18 P301L (four-repeat tau fragment), heparin-induced fibrillization, ThT fluorescence; actives 2.1% (n = 270,000); note: % is set by controls: 0 for no effect and ±100 for the full control effect; nearly all actives have a fitted effect of over 55% in size
#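 Aggregation was driven by heparin (20 uM final) acting on recombinant tau […] bearing P301L in 100 mM sodium acetate pH 7; fibrils were detected with Thioflavin T.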
# * = called active by the depositor; u = inconclusive; x = no result given; [ ] = remark or other dose. Unless noted, calls come from the whole dose curve; as a rule, active = well fitted curve in the direction sought with a large enough effect; inconclusive = small, poorly fitted or top-dose-only effect, or another doubt; inactive = no such curve, though single readings can be large; an effect the other way counts as inactive or inconclusive. Potency is the fitted concentration of half-maximal effect. An excerpt. The share of hits here may be higher or lower than overall.
# Values run as follows: KDM4E inh	SMN2 splice enh	HTT aggregate	HTT ATP protect	ALDH1A1 block	Tau fluor cs	Tau fibril FP	Tau fibril ThT
Cc1ccc(S(=O)(=O)N(C)C)cc1NC(=S)NCCc1ccccn1
    -1%	-16%	17%	16%	u	4%	7%	-1%
CCN(CC)S(=O)(=O)c1cc(C(=O)OCC(=O)NC2CCCc3ccccc32)ccc1C (stereo not given)
    -1%	-24%	-4%	9%[0.074 µM]	1%	-13%	3%	-13%
Cc1ccc(C(=O)N2N=C3c4ccccc4S(=O)(=O)N3[C@H]2N(C)C)cc1
    u	x	-13%[9.22 µM]	-2%[10 µM]	5%	-7%	-6%	-3%
COC(=O)c1sc(NC(=O)Cc2cccs2)nc1C
    -4%	u	-15%	-3%[10 µM]	13µM*	-3%	-1%	-8%
Clc1cccc(-c2nn3c(-c4ccncc4)nnc3s2)c1
    8%	6%	-15%[9.22 µM]	6%	3%	-2%	-1%	-1%
CCOC(=O)/C(=N\Nc1ccc(Cl)cc1)Sc1nnc(-c2ccc(OC)cc2)n1C
    -7%	-2%	u	-5%[10 µM]	u	-11%	3%	-13%
Cc1nc(C)c(CCNC(=O)c2ccccc2Br)s1
    -6%	-3%	-5%	21%[10 µM]	u	-7%	-11%	-9%
CC(=O)NCCN=Cc1sc2ccccc2c1O
    u	-3%	8%	-3%	4%	1%	-1%	-12%
CC(C)(CCl)C(=O)Nc1ccnc(-c2ccncc2)n1
    -1%	1%	4%	-21%[10 µM]	2%	-5%	1%	-4%
CC1Oc2ccccc2N(CC(=O)N(Cc2ccccc2)Cc2ccccn2)C1=O (stereo not given)
    -4%	-8%	-1%	6%[10 µM]	14%	-5%	-3%	-1%
COCc1cc(=O)[nH]c(Sc2c(-c3ccccc3)c3ccc(Cl)cc3[nH]c2=O)n1
    -4%	11%	-20%	-3%[10 µM]	-13%	-2%	4%	-8%
OCC1(CC2CCCCO2)CCN(C/C=C/c2ccccc2)CC1 (stereo not given)
    4%	x	-12%[9.22 µM]	-41%[10 µM]	-1%	3%[2.34 µM]	-8%[2.34 µM]	-2%
O=C(/C=C/c1ccco1)NCc1ccccn1
    -20%	10%	u	-38%[inhibitor]	u	-12%	-19%	u
O=C(CCCCn1c(=O)[nH]c2ccccc2c1=O)NC1CCN(Cc2ccccc2)CC1
    -9%	-23%	-4%	-2%	5%	-1%	-1%	-5%
COc1cc(S(C)=O)ccc1-c1nc2ncccc2[nH]1 (stereo not given)
    u	10%	-8%	-52%[inhibitor]	u	-6%	-5%	2%
COc1ccc(N2C(=O)CSC23CCCCC3)cc1
    1%	-3%	-17%	-3%	14µM*	6%	4%	3%
CCC(=O)Nc1ccc(C(=O)NNC(=O)COc2cccc(C)c2)cc1
    2%	5%	-4%	x	-2%	-3%	0%	-5%
CCCN(C(=O)COc1cc(=O)n(CC)c2ccccc12)c1ccc(C(C)C)cc1
    x	-10%	x	x	x	-16%	2%	u
COc1ccc(C(CNC(=O)COc2ccc(F)cc2Br)N2CCCC2)cc1 (stereo not given)
    -16%	-58%	u	-59%[inhibitor]	u	-12%	-6%	-12%
O=C(CSc1nc2ccccc2o1)N/N=C/c1ccc(O)c(O)c1
    11µM*	x	-2%[9.22 µM]	-28%[10 µM]	x	u	2%	u
COc1ccc(CCN2C(=O)CSC2=Nc2ccc(C)cc2C)cc1OC
    -3%	x	20%[9.22 µM]	29%[10 µM]	x	-10%	0%	x
COCCCNc1oc(-c2cccs2)nc1S(=O)(=O)c1ccc(C)cc1
    u	-2%	0%	-4%[10 µM]	u	-14%	2%	-6%
O=[N+]([O-])c1ccc(N2CCCC2)cc1NCc1ccccc1
    2%	-18%	16%	-16%	-5%	-11%	-9%	u
COP(=O)(CC(=O)c1ccccc1)CC(=O)c1ccccc1
    10%	-3%	2%[9.22 µM]	-4%	2%	1%	1%	5%
COc1cc(NC(=O)CCc2c(C)nc3c(c(C)nn3-c3ccccc3)c2C)cc(OC)c1OC
    x	1%	x	x	x	u	19%	-11%
O=C(NNC(=O)c1cc(O)c(O)c(O)c1)NC1CCCCC1
    7.1µM*	-6%	5%	-24%	-5%	-12%	-9%	u
C=CC(COCc1ccccc1)N(Cc1ccc(OC)cc1)S(=O)(=O)c1ccccc1Br (stereo not given)
    5%	x	-11%[9.22 µM]	-12%[10 µM]	x	-20%	2%	-9%
O=C(COc1ccccc1)NCC(=O)N/N=C/c1ccccc1
    0%	-8%	6%	-20%[10 µM]	0%	4%	-4%	2%
COc1c(/C=N/NC(N)=S)c(C)nn1-c1ccccc1
    4%	11%	3%	4%[10 µM]	-2%	-4%	-2%	u
COc1ccc(N2CCN(c3oc(Cc4ccccc4)nc3C#N)CC2)cc1
    1%	-33%[inhibitor]	-28%	-13%	u	u	13%	u
CCCOc1ccc(C(C)=O)cc1CC(C(=O)OCC)C(=O)OCC
    -7%	-33%[inhibitor]	6%	-8%	-9%	-3%	6%	-11%
CCCS(=O)(=O)C/C(N)=N/OC(=O)c1ccc(Cl)cc1
    8%	x	-1%[9.22 µM]	12%[10 µM]	x	-11%	1%	-3%
COCCN1C(=O)N[C@@H](c2cccc(F)c2)C(C(C)=O)=C1C
    13%[11.4 µM]	-20%[9.22 µM]	x	25%[10 µM]	2%[13.5 µM]	-2%[11.6 µM]	-1%[11.6 µM]	3%[11.5 µM]
COc1ccc(NC(=O)C(=O)N/N=C/c2cc(C)n(-c3cccc(Cl)c3Cl)c2C)c(OC)c1
    u	-22%	-8%	-3%	32µM*	-9%	-3%	-9%
CCc1oc2c(C)c(O)ccc2c(=O)c1-c1ccc2ccccc2n1
    6%	-2%	-6%	-34%	8%	-9%	4%	-8%
Cc1ccc(-n2cccn2)c(CN2CCCC(C(=O)c3ccc4c(c3)OCO4)C2)c1 (stereo not given)
    u	x	-2%	-43%[inhibitor]	4%	-2%	3%	-6%
CCCc1nnc(NC(=O)Nc2ccccc2Cl)s1
    x	16µM*	x	x	x	-26%	-8%	-14%
CCC(C)C(NC(=O)C1CCC(C)CC1)C(=O)NCc1cccnc1 (stereo not given)
    -8%	-3%	-2%	1%[10 µM]	5%	0%	-8%	1%
COCCn1cnnc1SCC(=O)Nc1cccc(S(=O)(=O)N(C)c2ccccc2)c1
    -5%	8%	17%	19%	5.6µM*	6%	-4%	8%
CC(C)(C)n1nnnc1C(c1cccc(C(F)(F)F)c1)N1CCOCC1 (stereo not given)
    2%	4%	10%	2%	17%	0%	2%	-9%
Cc1cc(Cl)c(OCCCCN2CCOCC2)c(Br)c1
    1%	2%	-9%	0%[0.074 µM]	u	-5%	-3%	-14%
COc1ccc(-c2nnn(CC(=O)NC3CCCc4ccccc43)n2)cc1OC (stereo not given)
    -2%	-63%[inhibitor]	-23%	26%[10 µM]	15%	-9%	-15%	-14%
CCN(CC)S(=O)(=O)c1ccc(NC(=O)Cc2cccs2)cc1
    0%	8%	-13%	-72%[inhibitor]	9%	-22%	3%	-6%
COc1ccc(OC)c(NC(=O)c2ccc(NC(C)=O)cc2)c1
    u	x	u	-66%[inhibitor]	u	u	-11%	-12%
CNC(=O)c1cc(NC(=O)CCn2nc(-c3ccccc3)c3ccccc3c2=O)ccc1OC
    3%	x	0%[9.22 µM]	9%[10 µM]	1%	-11%	0%	-9%
C=CCn1c(N2CCCC2)nc2c1c(=O)[nH]c(=O)n2C
    1%	-13%	-15%	0%[10 µM]	0%	-9%	1%	-8%
O=C(CN1CCOCC1)NNc1nc(-c2ccccc2)c2cc(Br)ccc2n1
    1%	-39%[inhibitor]	-7%	-86%[inhibitor]	u	-18%	-5%	-15%
COc1ccc(NC(=O)Cn2c(=O)n(Cc3ccco3)c(=O)c3sc4ccccc4c32)cc1Cl
    x	-7%	x	x	x	-20%	u	16%
c1ccc(COc2cccc(CN3CCN(c4ccccn4)CC3)c2)cc1
    u	-30%[inhibitor]	u	-15%[0.074 µM]	u	-5%	4%	-4%
CCC(=O)c1c[nH]c(C(=O)N2CCN(c3ccccc3)CC2)c1
    -1%	13%	1%	-32%[inhibitor]	7%	-7%	-2%	-4%
CN(C)CC(C)(C)CNC(=S)NCc1ccc2c(c1)OCO2
    u	1%	7%	28%[10 µM]	-19%	20%	4%	8%
Cc1cc(C(=O)Cn2nnc(-c3ccc(Cl)cc3)n2)c(C)n1CC1CCCO1 (stereo not given)
    -12%	-69%[inhibitor]	u	-99%[inhibitor]	u	-21%	1%	-11%
Cc1cccc(N2N=C(C(=O)Nc3nc(C)cs3)CCC2=O)c1
    -20%	17%	u	-54%	-4%	-3%	-1%	-4%
CCOc1cc2[nH]c(=S)n(CC3CCCN3CC)c(=O)c2cc1OCC (stereo not given)
    -2%	17%	5%	15%[0.074 µM]	u	-1%	3%	0%
Cc1ccc(/C=C(\C#N)C(=O)Nc2cc(C)ccc2C)cc1
    x	7%	x	x	x	-10%	-5%	-14%
CC1=CC2=NC(=O)CC(C)(C(=O)N(CC(=O)NC3CCCC3)c3ccccc3C)N2C=C1 (stereo not given)
    u	x	-23%[9.22 µM]	-8%[10 µM]	x	-11%	-5%	-5%
CCOC(=O)C1(Cc2ccc(OC)cc2)CCN(C(=O)Cc2cccnc2)CC1
    -24%	x	-6%[9.22 µM]	1%[10 µM]	-4%	-12%	u	u
CCN(CC)S(=O)(=O)c1ccc(N=N/C(C(C)=O)=C(/C)O)cc1
    -1%	-23%	-8%	-15%	-12%	-10%	3%	-12%

# Assay outcomes from PubChem.
